Source: PubChem BioAssay
LEDGF integ inh = blocks HIV-1 LEDGF/p75-dependent DNA integration. 370,000 compounds, 0.64% hits. TR-FRET IN-LEDGF/p75 DNA integration, Eu/Cy5. inhibition, % at 3.7 µM;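 active means inhibition above the screen-wide mean plus 3 SD, cut at about 13% in these data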;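 further: signal is the Cy5 over europium emission ratio at 671 and 618 nm; 0% = plate median of compound wells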
PRMT1 FP inh = PRMT1 (human) inhibition, primary screen; recombinant PRMT1, activity-based probe fluorescence polarization; inhibition, % at 2.79 µM; Q99873; AID 652257; 370,000 compounds, 1.3% hits;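 active means inhibition above about 21% made by adding two undisclosed values, limit read from the data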
proKLK7 act = proKLK7 (human) activation, primary screen; 370,000 compounds, 0.9% hits; activation, % at 7 µM; purified proKLK7, EDANS-DABCYL substrate fluorescence; 100% is mature enzyme control, 0% vehicle; P49862;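 active means activation above the mean of all tested compounds plus 3 SD, computed per campaign excluding outliers beyond control limits, cut at about 13% in these data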
Target sequence (P49862 whole entry, looked up): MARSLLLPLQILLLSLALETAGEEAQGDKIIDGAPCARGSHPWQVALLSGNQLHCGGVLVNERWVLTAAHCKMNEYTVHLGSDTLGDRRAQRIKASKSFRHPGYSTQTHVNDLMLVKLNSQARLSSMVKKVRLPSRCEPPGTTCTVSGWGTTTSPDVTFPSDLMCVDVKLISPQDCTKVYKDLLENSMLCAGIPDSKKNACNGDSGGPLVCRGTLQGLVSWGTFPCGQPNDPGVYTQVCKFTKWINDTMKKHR
UHRF1 MBD2 ctr = UHRF1 methyl-DNA binding inhibition | AID 687016 | 370,000 compounds, 0.75% hits | UHRF1 binding to methylated oligo, TR-FRET | inhibition, % at 4.4 µM | Q96T88; in the data active means inhibition above about 21%;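 further: UHRF1 SRA domain binding a hemimethylated CpG hairpin DNA probe; 0% = median of test compound wells and 100% = reference inhibitor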
Target sequence (Q96T88 whole entry, looked up, the tested form may be a part): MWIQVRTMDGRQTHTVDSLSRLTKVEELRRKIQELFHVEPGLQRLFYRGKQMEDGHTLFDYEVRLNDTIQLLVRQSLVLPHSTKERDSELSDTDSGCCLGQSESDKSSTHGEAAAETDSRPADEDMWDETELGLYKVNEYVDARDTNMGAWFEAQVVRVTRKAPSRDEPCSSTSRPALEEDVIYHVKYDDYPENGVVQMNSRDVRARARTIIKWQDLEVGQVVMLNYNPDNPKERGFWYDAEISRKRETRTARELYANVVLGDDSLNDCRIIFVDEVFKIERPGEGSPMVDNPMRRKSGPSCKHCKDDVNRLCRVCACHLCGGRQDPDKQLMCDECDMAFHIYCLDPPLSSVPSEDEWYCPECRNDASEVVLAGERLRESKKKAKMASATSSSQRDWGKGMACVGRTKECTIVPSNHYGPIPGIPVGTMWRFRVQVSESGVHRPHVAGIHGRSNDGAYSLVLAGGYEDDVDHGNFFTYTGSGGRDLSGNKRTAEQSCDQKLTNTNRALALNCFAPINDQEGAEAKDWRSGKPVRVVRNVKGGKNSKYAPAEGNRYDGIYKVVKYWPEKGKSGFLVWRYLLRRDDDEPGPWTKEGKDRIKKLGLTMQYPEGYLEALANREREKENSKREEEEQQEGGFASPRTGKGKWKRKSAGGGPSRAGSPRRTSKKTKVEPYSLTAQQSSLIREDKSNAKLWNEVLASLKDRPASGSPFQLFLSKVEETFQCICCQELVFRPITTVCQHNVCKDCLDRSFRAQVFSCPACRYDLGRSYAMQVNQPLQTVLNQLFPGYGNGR
TDP2 absorb = blocks human TDP2 phosphodiesterase activity; recombinant TDP2, T5PNP hydrolysis, p-nitrophenol absorbance 415 nm; inhibition, % at 12.8 µM; 370,000 compounds, 0.34% hits;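 active means inhibition above the mean of all tested compounds plus 3 SD, set per campaign, cut at about 25% in these data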;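 further: 0% = DMSO with enzyme and 100% = buffer with substrate but no TDP2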
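Assay system: Recombinant human TDP2 | Quantity: 120 nM TDP2 per well | Incubation: 2 h at 37 °C | Signal: Epi absorbance | Evaluation: Percent inhibition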
Tn7 DDE FP = inhibitors of Tn7 peptide binding to human fibrin DD(E); FP displacement of FITC-Tn7 peptide from fibrin DD(E); 0% = median of compound wells per plate; inhibition, % at 8.3 µM; 370,000 compounds, 0.13% hits;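 active means inhibition above the mean of compounds falling within the control limits plus 3 SD of them, cut at about 14% in these data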;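 further: 0% = plate median of compound wells and 100% = 10 µM Aha-Tn7 peptide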
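Test system: human clot-derived fibrin DD(E) complex / Quantity: 2 µM final DD(E) protein / Incubation: 10 min plus 3 h, room temperature / Measured by: fluorescence polarization / Benchmarks: high control of 10 µM Aha-Tn7 peptide / Replicates: singlicate testing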
TCR-CD3 inh = human TCR-CD3 binding inhibition; TAMRA-labeled TCR probe fluorescence, biochemical; inhibition, % at 9.4 µM; 360,000 compounds, 0.37% hits; in the data active means inhibition above about 19%;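 further: recombinant mutant TCR 2C K166C tagged with TAMRA read by polarization; 0% = receptor in buffer alone and 100% = receptor with positive control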
SIAE primary = inhibitors of human sialic acid acetylesterase SIAE; AID 1053197; SIAE FP-Rh probe binding, fluorescence polarization; 370,000 compounds, 0.69% hits; Q9HAT2; inhibition, % at 9.66 µM;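 active means inhibition above a cutoff: mean of compounds within the control limits plus 3 SD of those, cut at about 17% in these data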;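 further: 0% = plate median of compound wells and 100% = probe without SIAE protein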
MBD2 DNA inh = inhibitors of human MBD2 binding to methylated oligonucleotide | inhibition, % at 4.4 µM | 370,000 compounds, 0.31% hits | TR-FRET | Q9UBB5 | AID 686964; in the data active means inhibition above about 13%
DDE Tn6 FP inh = disrupts Tn6 cyclic peptide binding to fibrin D-Dimer-E complex | P02675 | Fibrin DD(E) TRITC-Tn6 fluorescence polarization displacement | inhibition, % at 8.3 µM | 370,000 compounds, 0.21% hits;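 active means inhibition above a per-campaign cutoff: mean of compounds within control limits plus 3 SD, cut at about 15% in these data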;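 further: 0% = median of all compound wells on the plate and 100% = blocking peptide control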
Numbers without * were called inactive; / = no result given.

The opening nine records, to show the layout:
[1] Cc1ccc(CNC(=O)COc2ccc3c(c2)CCC3)cc1
[2] O=C(CCN1C(=O)C2CC=C(Cl)CC2C1=O)NCc1ccccc1 (stereo unspecified)
[3] COC(=O)[C@]12C[C@H](CC(=O)NCCCN3CCCC3=O)C(=O)N(Cc3ccc(Cl)cc3Cl)C1=C[C@H](C1CCCC1)O[C@@H]2C
[4] Cc1ccc(S(=O)(=O)N2CC(C(=O)O)=CC[C@H]2c2ccc3c(c2)OCO3)cc1
[5] Cc1cccc(NC(=O)Nc2ccc(S(=O)(=O)Nc3onc(C)c3C)cc2)c1
[6] CC(=O)c1ccc(S(=O)(=O)Nc2ccc(-c3ccc4nncn4n3)cc2)cc1
[7] COC(=O)CCC[C@H]1CC2(C[C@H](CCCO[Si](C)(C)C(C)(C)C)N1C(=O)OC(C)(C)C)OCCO2
[8] O=C(c1ncn[nH]1)N1CCN(c2nc(-c3ccccc3)cs2)CC1
[9] Cc1n(Cc2ccccc2)c2ccccc2[n+]1Cc1ccccc1
assay / compound	1	2	3	4	5	6	7	8	9
LEDGF integ inh	2.8	3.5	-3.5	-1.2	-0.7	-1.1	2.6	1.0	-0.8
PRMT1 FP inh	-3.7	1.0	3.8	1.1	-0.7	-0.4	0.2	3.6	-0.4
proKLK7 act	-0.2	-0.2	0.0	-0.3	-0.5	1.1	-0.1	0.2	-0.2
UHRF1 MBD2 ctr	-4.3	4.5	0.3	-2.5	-0.5	1.5	-0.1	-1.1	0.8
TDP2 absorb	0.8	-10.0	-4.7	7.2	0.2	-0.4	-0.2	0.5	-2.9
Tn7 DDE FP	-0.9	-5.7	-9.1	-2.2	2.6	-6.8	-5.7	-3.5	5.1
TCR-CD3 inh	1.3	-7.9	/	1.3	1.6	6.3	2.1	4.5	-3.4
SIAE primary	1.4	-5.8	-9.0	10.3	-6.3	-9.5	8.0	9.1	-5.6
MBD2 DNA inh	0.7	4.0	14.9*	-0.2	-3.0	-5.4	5.9	4.0	2.3
DDE Tn6 FP inh	-1.3	-6.0	2.7	3.3	2.9	-1.4	0.6	-0.3	10.5

All compounds of this part, from the start:
[1] Cc1ccc(CNC(=O)COc2ccc3c(c2)CCC3)cc1
[2] O=C(CCN1C(=O)C2CC=C(Cl)CC2C1=O)NCc1ccccc1 (stereo unspecified)
[3] COC(=O)[C@]12C[C@H](CC(=O)NCCCN3CCCC3=O)C(=O)N(Cc3ccc(Cl)cc3Cl)C1=C[C@H](C1CCCC1)O[C@@H]2C
[4] Cc1ccc(S(=O)(=O)N2CC(C(=O)O)=CC[C@H]2c2ccc3c(c2)OCO3)cc1
[5] Cc1cccc(NC(=O)Nc2ccc(S(=O)(=O)Nc3onc(C)c3C)cc2)c1
[6] CC(=O)c1ccc(S(=O)(=O)Nc2ccc(-c3ccc4nncn4n3)cc2)cc1
[7] COC(=O)CCC[C@H]1CC2(C[C@H](CCCO[Si](C)(C)C(C)(C)C)N1C(=O)OC(C)(C)C)OCCO2
[8] O=C(c1ncn[nH]1)N1CCN(c2nc(-c3ccccc3)cs2)CC1
[9] Cc1n(Cc2ccccc2)c2ccccc2[n+]1Cc1ccccc1
[10] COc1cc(C2=NOC(C(=O)Nc3cc(C)on3)C2)cc(OC)c1OC (stereo unspecified)
assay / compound	1	2	3	4	5	6	7	8	9	10
LEDGF integ inh	2.8	3.5	-3.5	-1.2	-0.7	-1.1	2.6	1.0	-0.8	0.7
PRMT1 FP inh	-3.7	1.0	3.8	1.1	-0.7	-0.4	0.2	3.6	-0.4	-1.3
proKLK7 act	-0.2	-0.2	0.0	-0.3	-0.5	1.1	-0.1	0.2	-0.2	0.0
UHRF1 MBD2 ctr	-4.3	4.5	0.3	-2.5	-0.5	1.5	-0.1	-1.1	0.8	-2.6
TDP2 absorb	0.8	-10.0	-4.7	7.2	0.2	-0.4	-0.2	0.5	-2.9	10.5
Tn7 DDE FP	-0.9	-5.7	-9.1	-2.2	2.6	-6.8	-5.7	-3.5	5.1	-4.7
TCR-CD3 inh	1.3	-7.9	/	1.3	1.6	6.3	2.1	4.5	-3.4	-2.7
SIAE primary	1.4	-5.8	-9.0	10.3	-6.3	-9.5	8.0	9.1	-5.6	-4.1
MBD2 DNA inh	0.7	4.0	14.9*	-0.2	-3.0	-5.4	5.9	4.0	2.3	2.1
DDE Tn6 FP inh	-1.3	-6.0	2.7	3.3	2.9	-1.4	0.6	-0.3	10.5	0.7

[11] CC(=O)Nc1ccc2nc(CN3CCN(Cc4ccc(F)cc4)C(CCO)C3)ccc2c1 (stereo unspecified)
[12] CCOC(=O)CN1C(=O)c2ccccc2C1=O
[13] CCc1ccc(OC(C)C(=O)N(Cc2ccccc2)C2CCS(=O)(=O)C2)cc1 (stereo unspecified)
[14] CC(C)c1ccc(NC(=O)Cc2ccc(NC3=NC4CS(=O)(=O)CC4S3)cc2)cc1 (stereo unspecified)
[15] Cc1ccc(NC(=O)CN2C(=O)NC3(CCC(C)CC3)C2=O)c(Cl)c1 (stereo unspecified)
[16] COc1ccc([C@@H]2[C@@H]3C(=O)N(C(C)(C)C)C(=O)[C@@H]3[C@]3(C)C(=O)N(c4cccc(Cl)c4)C(=O)N23)cc1
[17] Cn1c(CNC(=O)c2ccccc2)nnc1SCC(=O)Nc1nccs1
[18] CC(C)(C)S(=O)N1Cc2cc(CO)cc(-c3ccccc3)c2[C@H]1CCO (stereo partly specified)
[19] Cc1ccc2nc(-c3ccc(NS(=O)(=O)c4ccc(F)cc4)cc3)sc2c1
[20] CCC(C)NC(=O)CCSCCC(=O)NC(C)CC (stereo unspecified)
assay / compound	11	12	13	14	15	16	17	18	19	20
LEDGF integ inh	3.0	-1.6	-0.6	1.5	2.9	-0.4	-3.9	-5.5	4.3	-3.4
PRMT1 FP inh	-0.1	1.0	-0.5	-1.9	-1.3	0.2	-0.2	-2.5	1.2	4.8
proKLK7 act	-4.4	0.4	0.1	0.1	0.2	0.3	0.2	0.1	-96.8	-0.3
UHRF1 MBD2 ctr	-0.7	-1.0	-1.0	2.2	-2.1	0.9	-1.1	-2.8	6.6	3.3
TDP2 absorb	-3.6	10.9	-1.1	-17.4	5.5	3.7	1.9	7.8	-1.7	-4.7
Tn7 DDE FP	0.0	0.2	9.9	-6.4	0.7	-3.3	1.3	0.7	0.3	-7.5
TCR-CD3 inh	4.7	1.9	-2.9	-17.1	4.2	3.8	7.1	1.6	-1.4	-2.3
SIAE primary	-3.8	6.9	10.3	-0.6	-0.7	4.4	0.2	0.1	-97.1	-3.0
MBD2 DNA inh	2.1	-0.2	-5.1	-3.3	0.1	-6.7	-4.8	-7.3	2.9	-2.0
DDE Tn6 FP inh	-0.9	-4.4	0.5	1.6	0.8	1.3	7.3	1.0	-18.1	-0.1

[21] Nc1nc(Nc2ccccc2)n[nH]1
[22] C=CCN(CC=C)CC(=O)Nn1c(C)ccc1C
[23] COc1cc(C(=O)O)cc(NC(=O)c2ccco2)c1OC
[24] O=C(NCc1ccccc1)C(c1cccs1)N(Cc1cccs1)C(=O)c1cnccn1 (stereo unspecified)
[25] Cc1ccc2[nH]c(C)c(CCNC(=O)c3cc4cc([N+](=O)[O-])ccc4oc3=O)c2c1
[26] COc1ccc(C(C)(O)c2nc(-c3ccc(F)cc3OC)cs2)cc1 (stereo unspecified)
[27] COc1ccc(C=O)cc1C1=CC(=O)C[C@H](c2ccc(Cl)cc2)C1
[28] O=C(COC(=O)c1ccccc1C(F)(F)F)NC(=O)NCc1ccco1
[29] CCOc1c2ccc(C(=O)N[C@H](C)C3CCCCC3)cc2nn1CC
[30] Cc1ccccc1C(=O)N1CCN(c2ccc(NC(=S)NC(=O)c3ccco3)cc2)CC1
assay / compound	21	22	23	24	25	26	27	28	29	30
LEDGF integ inh	-8.1	6.5	3.0	1.6	5.6	-0.3	3.1	-1.3	-4.2	0.0
PRMT1 FP inh	4.4	2.0	0.7	4.8	-1.2	-1.1	4.3	7.5	-0.9	-2.5
proKLK7 act	0.0	0.0	-0.3	-0.5	0.0	-0.1	0.6	0.3	-5.9	0.6
UHRF1 MBD2 ctr	2.9	-3.3	-1.3	-1.2	-4.6	-1.5	10.2	-1.6	-3.7	-3.2
TDP2 absorb	-11.9	-3.2	14.5	4.0	10.4	-10.6	-4.7	-7.0	8.2	13.6
Tn7 DDE FP	-5.2	0.7	-0.6	3.1	-4.8	-2.4	-6.1	-6.8	4.0	3.9
TCR-CD3 inh	-4.2	-1.2	10.7	-1.3	5.3	-1.8	-7.6	-4.1	5.1	-4.7
SIAE primary	2.7	2.7	9.5	-0.2	8.1	-10.9	-3.2	1.7	10.3	7.4
MBD2 DNA inh	0.0	-2.0	-4.5	1.7	0.6	3.4	3.1	0.7	-0.8	-0.1
DDE Tn6 FP inh	2.6	0.3	-6.5	3.9	2.8	1.8	-10.3	1.3	5.9	-3.2

[31] CN1C(=O)[C@@](O)(c2cn(C)c3ccccc23)c2cc(Br)ccc21
[32] CN(CCn1ccnc1)Cc1cn(-c2ccccc2)nc1-c1ccc2c(c1)OCO2
[33] CC(NC(=O)COC(=O)CN1C(=O)c2ccccc2C1=O)c1ccccc1 (stereo unspecified)
[34] CCCCC(=O)N(C)c1c(CC)nc2c(OCc3ccc(Cl)cc3Cl)cccn12
[35] O=C(CCn1c(=O)sc2ccccc21)NCc1ccco1
[36] CN(C)C(=S)SCC(=O)NC(=O)NC(C)(C)C
[37] C=CCn1c(N)cc(=O)nc1SCC(=O)Nc1ccccc1C(N)=O
[38] CCOc1ccc(CC(=O)N2CCN=C2SC)cc1
[39] Cc1cc([N+](=O)[O-])ccc1-c1ccc(C2Nc3ccccc3C(=O)N2O)o1 (stereo unspecified)
assay / compound	31	32	33	34	35	36	37	38	39
LEDGF integ inh	6.8	-9.4	-5.3	1.8	-2.0	0.4	0.5	1.0	1.9
PRMT1 FP inh	-0.6	7.5	3.6	-5.2	-0.6	-3.9	0.9	-7.1	0.5
proKLK7 act	0.1	-0.1	0.1	0.5	-0.7	-0.5	0.4	-0.6	0.1
UHRF1 MBD2 ctr	-0.8	1.7	1.1	-3.3	-3.4	-0.1	0.5	-1.5	-3.3
TDP2 absorb	-2.8	-6.7	0.5	1.6	-8.2	9.8	-6.1	-4.2	-9.7
Tn7 DDE FP	-1.3	7.4	-1.1	1.2	5.3	-4.7	-8.9	-3.6	1.2
TCR-CD3 inh	-2.7	-2.5	-4.4	7.3	-0.2	-0.5	4.6	4.8	-3.1
SIAE primary	-5.0	1.5	-3.6	3.2	5.8	4.2	-3.3	-0.1	-4.0
MBD2 DNA inh	1.6	3.3	-3.6	-2.4	-6.4	-4.7	-6.1	1.1	0.2
DDE Tn6 FP inh	4.0	3.9	9.3	1.2	5.5	4.0	-12.3	1.0	0.4
